Compound activity from PubChem BioAssay.
ABHD4 inh: ABHD4 (mouse) inhibition, primary FP screen; inhibition, % at 8.92 µM; purified mABHD4, FP-Rh probe fluorescence polarization; Q8VD66; 370,000 tested, 0.54% active; AID 720543;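 active means inhibition exceeding the mean over every tested compound plus 3 SD, cut at about 30% in these data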;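 further: 0% = plate median of compound wells and 100% = S159A mutant with DMSO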
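System: mouse ABHD4 enzyme, wild type / Medium: HEPES pH 7.0, NaCl, Pluronic buffer / Reagent: FP-Rh activity-based fluorescent probe / Control set: S159A mutant high control, sample median low control / Detection: fluorescence polarization with parallel and perpendicular emission, 525/598 nm / Schedule: 45 min + 60 min at 25 °C / Compound dosing: 8.92 µM, single dose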
HTRA1 inh: inhibitors of human serine peptidase HTRA1; inhibition, % at 5.96 µM; 340,000 tested, 0.5% active; recombinant HTRA1, FP-rhodamine activity-based probe, fluorescence polarization; Q92743; in the data active means inhibition above about 36%;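 further: 0% = enzyme with DMSO and 100% = wells lacking enzyme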
UHRF1 MBD2 ctr: UHRF1 methyl-DNA binding inhibition | Q96T88 | AID 687016 | UHRF1 binding to methylated oligo, TR-FRET | inhibition, % at 4.4 µM | 370,000 tested, 0.75% active; in the data active means inhibition above about 21%;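 further: UHRF1 SRA domain binding a hemimethylated CpG hairpin DNA probe; 0% = median of test compound wells and 100% = reference inhibitor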
Target sequence (Q96T88 whole entry, looked up, the tested form may be a part): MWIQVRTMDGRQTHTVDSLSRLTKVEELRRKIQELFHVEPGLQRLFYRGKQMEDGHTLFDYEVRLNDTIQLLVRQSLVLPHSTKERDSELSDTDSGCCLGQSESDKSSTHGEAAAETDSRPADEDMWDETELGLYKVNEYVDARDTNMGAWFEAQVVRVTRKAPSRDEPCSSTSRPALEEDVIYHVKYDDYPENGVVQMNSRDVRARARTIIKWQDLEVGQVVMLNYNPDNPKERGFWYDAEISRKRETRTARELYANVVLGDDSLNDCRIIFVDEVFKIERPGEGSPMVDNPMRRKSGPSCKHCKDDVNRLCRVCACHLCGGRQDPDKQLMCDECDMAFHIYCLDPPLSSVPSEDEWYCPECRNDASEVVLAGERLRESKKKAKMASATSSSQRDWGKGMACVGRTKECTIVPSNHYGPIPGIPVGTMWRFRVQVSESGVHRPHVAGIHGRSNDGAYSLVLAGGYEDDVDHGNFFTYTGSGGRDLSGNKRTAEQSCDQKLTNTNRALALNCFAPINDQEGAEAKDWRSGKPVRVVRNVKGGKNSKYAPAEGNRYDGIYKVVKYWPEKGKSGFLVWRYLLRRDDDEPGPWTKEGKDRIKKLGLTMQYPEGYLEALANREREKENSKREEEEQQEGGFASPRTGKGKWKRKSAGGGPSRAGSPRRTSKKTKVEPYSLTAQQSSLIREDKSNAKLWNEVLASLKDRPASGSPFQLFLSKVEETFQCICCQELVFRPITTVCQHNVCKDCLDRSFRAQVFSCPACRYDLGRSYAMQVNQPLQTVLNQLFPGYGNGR
MBD2 inh: MBD2-methylated oligo binding inhibition; Q9UBB5; TR-FRET, MBD2 binding to methylated oligonucleotide; inhibition, % at 4.4 µM; 370,000 tested, 0.31% active; AID 686964; in the data active means inhibition above about 13%
PRMT1 inh: PRMT1 (human) inhibition, primary screen; AID 652257; recombinant PRMT1, activity-based probe fluorescence polarization; 370,000 tested, 1.3% active; inhibition, % at 2.79 µM; Q99873;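 active means inhibition above about 21% made by adding two undisclosed values, limit read from the data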
TCR-CD3 inh: blocks the human TCR-CD3 interaction; inhibition, % at 9.4 µM; 360,000 tested, 0.37% active; TAMRA-labeled TCR probe fluorescence, biochemical; AID 651800; in the data active means inhibition above about 19%;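 further: recombinant mutant TCR 2C K166C tagged with TAMRA read by polarization; 0% = receptor in buffer alone and 100% = receptor with positive control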
rCAG RNA binder: molecules binding r(CAG) RNA repeats; 370,000 tested, 1.3% active; r(CAG) RNA repeat, TO-PRO-1 dye displacement fluorescence; inhibition, % at 3 µM;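 active means inhibition above the plate cutoff, the mean of all test compounds on that plate plus 3 SD, cut at about 35% in these data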;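 further: 0% = DMSO alone and 100% = 100 µM mitoxantrone as full dye displacement; higher means more dye released from RNA so lower well fluorescence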
NR1D1 modulator: modulators of human Rev-erb alpha DNA binding; P20393; Rev-erbα–FITC-DNA binding, fluorescence polarization, 90 min; activity, % at 10 µM; 370,000 tested, 0.79% active;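 active means activity above about 14%, limit read from the data; passing the limit was not always enough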;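 further: 0% = DMSO wells with 35 nM protein and 100% = DMSO wells with 750 nM protein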
LEDGF integ inh: blocks HIV-1 LEDGF/p75-dependent DNA integration. inhibition, % at 3.7 µM. AID 743269. 370,000 tested, 0.64% active. TR-FRET IN-LEDGF/p75 DNA integration, Eu/Cy5;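 active means inhibition above the screen-wide mean plus 3 SD, cut at about 13% in these data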;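 further: signal is the Cy5 over europium emission ratio at 671 and 618 nm; 0% = plate median of compound wells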
PG9 Ab binder: binds the HIV-1 gp120 antibody PG9 | TR-FRET gp120-PG9 antibody binding | 360,000 tested, 0.43% active | inhibition, % at 6.7 µM; in the data active means inhibition above about 8.5%
Starred values were filed as active, the others as inactive; . = no result given. Not all compounds are listed; rates above refer to the full screens.

SMILES	ABHD4 inh	HTRA1 inh	UHRF1 MBD2 ctr	MBD2 inh	PRMT1 inh	TCR-CD3 inh	rCAG RNA binder	NR1D1 modulator	LEDGF integ inh	PG9 Ab binder
CC(C)NC(=O)N(C)C[C@H]1Oc2ccc(NS(=O)(=O)c3cccs3)cc2C(=O)N([C@H](C)CO)C[C@@H]1C	5	14	2	1	0	-5	-1	0	1	-1.0
O=C1C=C(OCCF)CC(c2ccccc2C(F)(F)F)O1 (stereo not given)	-3	.	2	1	-2	1	1	-2	2	1.7
C[C@@H]1CN([C@@H](C)CO)C(=O)CCCn2nncc2CO[C@H]1CN(C)S(=O)(=O)c1ccccc1	5	-2	1	3	1	1	3	5	-2	-0.5
CC(=O)CCc1ccc2oc(C(=O)O)c(C)c2c1	0	1	0	2	-1	-3	0	3	-1	-1.6
CNC(=O)CC1C(=O)N(c2ccc(F)cc2)C(=S)N1NC(=O)c1ccc(Br)cc1 (stereo not given)	-6	1	-3	1	-8	-8	4	3	0	-0.4
Cc1ccc(S(=O)(=O)N2CCN(CC(=O)N3CCCC3)CC2)c(C)c1	3	2	0	2	-3	4	1	-4	2	-1.6
COc1ccc(S(=O)(=O)N2CCCCC2)cc1NC(=O)c1ccc(=O)[nH]c1	-2	1	8	4	0	3	-4	-2	0	-2.8
Cc1ccc(S(=O)(=O)N(C)C[C@@H]2Oc3c(NC(=O)C4CC4)cccc3C(=O)N([C@@H](C)CO)C[C@@H]2C)cc1	2	-2	0	-2	-1	4	3	10	1	-0.7
CC(=O)OC(C)C1C2=C(C(=O)CC1(C)O)C(=O)c1c(ccc(-c3ccc4c(c3O)C(=O)C3=C(C4=O)C(C(C)OC(C)=O)C(C)(O)CC3=O)c1O)C2=O (stereo not given)	47*	48*	-2	-2	10	0	59*	2	-3	-0.7
Cc1n[nH]c(C)c1S(=O)(=O)NCCc1ccccc1F	3	.	-4	2	-2	.	1	-3	0	.
Cc1cccc(Nc2nc(NCc3ccco3)c3ccccc3n2)c1	39*	-25	2	5	2	6	18	7	-4	-0.1
COc1c(C)cc(C(=O)C2CCCN(C(=O)c3ccc4[nH]ccc4c3)C2)cc1C (stereo not given)	-10	-5	3	0	9	4	1	4	-2	-1.0
Cc1ccc(F)c(CNC(=O)C2CCC(=O)N(CCCN3CCCC3=O)C2)c1F (stereo not given)	4	1	-1	1	-3	8	-2	-6	1	-2.1
NC(=O)C1CCN(C(=O)CSc2ncccn2)CC1	10	-6	-1	4	3	-2	-2	2	-1	2.7
O=C(CCCOc1ccccc1)Nc1ccccc1C(F)(F)F	0	-1	-3	-6	0	3	0	-2	3	-1.2
CCCn1cc(S(=O)(=O)c2ccccc2)c(=O)c2cc(F)c(N3CCN(C)CC3)cc21	0	-1	-1	6	-8	3	-6	1	2	-3.1
O=C(Cn1c(=O)oc2cc(S(=O)(=O)N3CCCCC3)ccc21)N1CCc2ccccc21	-5	-4	-2	-3	-3	3	2	-6	1	-0.1
CCC(c1nc2ccccc2[nH]1)n1c(-c2ccc3cc[nH]c3c2)nc2ccccc21 (stereo not given)	-28	.	2	2	6	1	14	3	0	-0.1
CCCCC(CCC(=O)Nc1ccc(C(=O)OC)cc1)C(=O)O (stereo not given)	-1	-3	9	-2	1	2	3	1	2	-1.1
COc1ccc(C)cc1N(CC(=O)Nc1ccc2c(c1)OCCO2)S(C)(=O)=O	-4	3	-1	-5	0	1	-4	1	-9	1.6

Some of these compounds in order of molar mass, descending.
SMILES	ABHD4 inh	HTRA1 inh	UHRF1 MBD2 ctr	MBD2 inh	PRMT1 inh	TCR-CD3 inh	rCAG RNA binder	NR1D1 modulator	LEDGF integ inh	PG9 Ab binder
CC(=O)OC(C)C1C2=C(C(=O)CC1(C)O)C(=O)c1c(ccc(-c3ccc4c(c3O)C(=O)C3=C(C4=O)C(C(C)OC(C)=O)C(C)(O)CC3=O)c1O)C2=O (stereo not given)	47*	48*	-2	-2	10	0	59*	2	-3	-0.7
Cc1ccc(S(=O)(=O)N(C)C[C@@H]2Oc3c(NC(=O)C4CC4)cccc3C(=O)N([C@@H](C)CO)C[C@@H]2C)cc1	2	-2	0	-2	-1	4	3	10	1	-0.7
C[C@@H]1CN([C@@H](C)CO)C(=O)CCCn2nncc2CO[C@H]1CN(C)S(=O)(=O)c1ccccc1	5	-2	1	3	1	1	3	5	-2	-0.5
CNC(=O)CC1C(=O)N(c2ccc(F)cc2)C(=S)N1NC(=O)c1ccc(Br)cc1 (stereo not given)	-6	1	-3	1	-8	-8	4	3	0	-0.4
O=C(Cn1c(=O)oc2cc(S(=O)(=O)N3CCCCC3)ccc21)N1CCc2ccccc21	-5	-4	-2	-3	-3	3	2	-6	1	-0.1
Cc1ccc(F)c(CNC(=O)C2CCC(=O)N(CCCN3CCCC3=O)C2)c1F (stereo not given)	4	1	-1	1	-3	8	-2	-6	1	-2.1
CCC(c1nc2ccccc2[nH]1)n1c(-c2ccc3cc[nH]c3c2)nc2ccccc21 (stereo not given)	-28	.	2	2	6	1	14	3	0	-0.1
COc1c(C)cc(C(=O)C2CCCN(C(=O)c3ccc4[nH]ccc4c3)C2)cc1C (stereo not given)	-10	-5	3	0	9	4	1	4	-2	-1.0
O=C(CCCOc1ccccc1)Nc1ccccc1C(F)(F)F	0	-1	-3	-6	0	3	0	-2	3	-1.2
CCCCC(CCC(=O)Nc1ccc(C(=O)OC)cc1)C(=O)O (stereo not given)	-1	-3	9	-2	1	2	3	1	2	-1.1
O=C1C=C(OCCF)CC(c2ccccc2C(F)(F)F)O1 (stereo not given)	-3	.	2	1	-2	1	1	-2	2	1.7
Cc1n[nH]c(C)c1S(=O)(=O)NCCc1ccccc1F	3	.	-4	2	-2	.	1	-3	0	.
CC(=O)CCc1ccc2oc(C(=O)O)c(C)c2c1	0	1	0	2	-1	-3	0	3	-1	-1.6

Next entries
SMILES	ABHD4 inh	HTRA1 inh	UHRF1 MBD2 ctr	MBD2 inh	PRMT1 inh	TCR-CD3 inh	rCAG RNA binder	NR1D1 modulator	LEDGF integ inh	PG9 Ab binder
CC(=O)C1C(c2ccccc2Cl)NC(=O)NC1(O)C(F)(F)F (stereo not given)	-3	6	-2	-1	0	10	4	-2	4	-0.1
O=C(c1ccc(S(=O)(=O)c2ccccc2Cl)c([N+](=O)[O-])c1)N1CCCCCC1	13	-7	10	3	2	-6	-3	4	3	1.3
COc1ccccc1C(NC(=O)CC(C)C)c1c(O)ccc2ccccc12 (stereo not given)	-12	-19	-1	10	10	2	8	-3	-3	-1.6
CCC1(CC)Cc2ccccc2-c2nc3ccccc3c(=O)n21	-3	-17	-2	-2	1	5	-5	8	-1	-1.9
COc1ccc(CNC(=O)C2=CC(c3ccc(OC)cc3)=NS(=O)(=O)N2C)cc1	-4	-15	-2	-3	-9	2	5	-4	5	-0.9
COCCCNC(=S)NC1CC2CCCC(C1)N2Cc1cccs1 (stereo not given)	-2	5	0	-7	-4	-2	-6	6	-3	0.0
CCS(=O)(=O)Nc1ccc(NC(C)=O)cc1	-1	0	-1	-3	-1	11	-1	-1	-1	-1.7
CCCS(=O)(=O)c1c(S(=O)(=O)CCC)c2ccc(C(C)=O)cn2c1C(=O)OC	-2	1	-2	-1	-2	3	-6	-1	-1	-1.6
Cc1ccc(NC(=O)c2cc(C)n(-c3ccccc3)c2C)cc1	-1	-22	2	-4	5	2	4	5	-2	-3.7
O=C(NNC(=O)c1ccc(S(=O)(=O)N2CCCC2)cc1)c1ccc(Br)cc1	-8	1	1	-3	-7	-8	6	0	3	-0.4
COc1ccc(C(=O)NCC(=O)OC2CCCCC2=O)cc1 (stereo not given)	-4	1	5	1	-2	-11	2	8	1	-0.6
COC(=O)c1ccccc1NC(=S)NC(=O)COc1ccc(C)cc1	1	-6	1	0	2	-13	0	-2	2	-0.5
CCOc1ccc(NC(=O)Cn2nnc(C(=O)NCc3ccccc3OC)c2N)cc1	2	-6	-1	2	-1	11	-1	-4	-2	0.1
COc1ccc(Br)c(C(=O)NCC2CCCCC2)c1	-2	-1	-1	-6	1	1	-2	-4	-1	2.7
CCC1(CC)Cc2ccccc2-c2nc(NCCCO)[nH]c(=O)c21	-13	-7	3	2	-4	-2	1	2	14*	-1.9
COc1ccc(-c2nn3c(COc4ccccc4)nnc3s2)cc1OC	1	-9	-3	-7	1	1	1	-6	3	1.2
CCOc1ccccc1N1CC(C(=O)N(CC)C2CCS(=O)(=O)C2)CC1=O (stereo not given)	3	7	-2	-2	0	0	11	-1	2	-1.8
COc1ccc(Cl)cc1NC(=O)CCCn1c(=O)c2cccn2c2cccnc21	-12	-12	3	9	6	6	-5	10	-4	-1.2
CC(C)C[C@H]1COCCS(=O)(=O)N1Cc1cccc(Cl)c1	1	-3	2	3	0	-2	-3	0	-1	-0.7
COc1cc(OC)cc(-n2nnnc2SCC(=O)Nc2ccc(C(C)=O)cc2)c1	2	-1	1	-2	1	1	0	10	-3	4.3
Cc1cc(Nc2ccc(O)cc2)n2c(nc3ccccc32)c1C#N	13	8	-1	-4	-2	3	4	-20	2	-0.2
CCc1cccc(CC)c1N(COC)C(=O)Cn1nnc2ccccc21	4	-7	1	4	1	5	6	1	-1	-1.0
C=CCOc1ccc(/C(CC)=N/O)c(OC)c1	6	1	1	0	0	-3	-2	2	-1	-1.1
Cc1ccc(C(C)C)c(OCC(=O)OCC(=O)NC2CCS(=O)(=O)C2)c1 (stereo not given)	0	-2	5	5	1	-3	-6	-2	0	-0.5
Cc1cc(C)nc(NC(=O)c2c(-c3c(Cl)cccc3Cl)noc2C)n1	0	3	-2	3	-1	5	4	-7	0	0.0
Cc1ccc(Cn2c(SCC(=O)NCC3CCCO3)nc3c(sc4ccccc43)c2=O)cc1 (stereo not given)	1	3	-2	-7	0	2	-1	-1	1	-1.0
Cc1ccc(S(=O)(=O)NC(C)C(c2cccs2)N2CCN(C)CC2)cc1 (stereo not given)	0	9	0	-7	2	5	-1	1	1	-0.7
Cc1cn([C@H]2C[C@H](O)[C@@H](CCC(=O)NCC(c3ccccc3)c3ccccc3)O2)c(=O)[nH]c1=O	1	.	-2	0	-5	8	0	-1	1	0.2
O=c1cc(N2CCN(c3cccc(Cl)c3Cl)CC2)[nH]c(=O)n1C1CCCCC1	2	.	-3	-1	-3	.	.	-3	0	.
O=S(=O)(c1cccc(F)c1)N1CCN(Cc2ccc3c(c2)OCO3)CC1	-5	-2	3	-3	1	-11	-2	-3	2	0.9
CC(CNC(=O)CCC(=O)N1CCOc2ccc(Cl)cc21)c1ccccc1 (stereo not given)	-6	-7	1	0	7	-7	-1	5	-2	0.0
Cc1[nH]c2ccccc2c1C(=O)C(C)OC(=O)c1ccc([N+](=O)[O-])o1 (stereo not given)	-1	16	-2	-2	-1	0	1	3	-3	0.0
C/C(=N\O)C1(C)N(O)C(C)(C)C(c2ccc(Br)cc2)=[N+]1[O-] (stereo not given)	2	12	3	4	-2	0	-2	-4	-1	-0.2
COc1ccc(NC(=O)CSc2nc3sc(C)cc3c(=O)n2C)cc1	2	-5	10	8	-4	3	0	1	3	-1.7
OCCn1c(SCCOc2ccccc2F)nc2ccccc21	0	-5	-2	-3	-3	4	-3	1	-1	-1.4
Cn1nc(SCc2ccccc2)c(=O)[nH]c1=O	-5	-1	0	-6	-2	-5	1	-10	4	-1.0
